CRFR2-BP ag: CRF-BP/CRF-R2 complex agonism; actives 0.46% (n = 350,000); HEK293 CRF-R2/CRF-BP, calcium dye fluorescence (FLIPR); percent of saturating CRF peptide response; AID 588473; activation, % at 13.2 µM;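 active = activation of at least 50%, plus an integration ratio under a set limit after plate pattern correction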;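 also: plate controls were neutral control wells without compound for no effect and CRF at EC100 for full effect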
CHO-K1 Ca PAM: nonselective activator or artifact in parental CHO-K1 calcium assay; ATP EC20, Fluo-8 calcium fluorescence; 0% at ATP EC20, 100% at ATP max; activation, % at 3 µM; actives 0.02% (n = 360,000);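 active = activation above the run cutoff, the mean activation of all test compounds plus 3 SD, cut at about 40% in these data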;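 also: peak over basal fluorescence ratio in a 140 s read after ATP addition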
CHRM5 agonist: agonists of human muscarinic M5 receptor (CHRM5); actives 0.19% (n = 360,000); activation, % at 3 µM; AID 624037; P08912; CHO-K1 hM5 cells, Fluo-8 calcium fluorescence; 0% DMSO wells, 100% maximal acetylcholine response;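 active = activation above the run's mean over test compounds plus 3 SD, cut at about 23% in these data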;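 also: signal is peak over basal fluorescence ratio across the kinetic read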
Target sequence (P08912 whole entry, looked up): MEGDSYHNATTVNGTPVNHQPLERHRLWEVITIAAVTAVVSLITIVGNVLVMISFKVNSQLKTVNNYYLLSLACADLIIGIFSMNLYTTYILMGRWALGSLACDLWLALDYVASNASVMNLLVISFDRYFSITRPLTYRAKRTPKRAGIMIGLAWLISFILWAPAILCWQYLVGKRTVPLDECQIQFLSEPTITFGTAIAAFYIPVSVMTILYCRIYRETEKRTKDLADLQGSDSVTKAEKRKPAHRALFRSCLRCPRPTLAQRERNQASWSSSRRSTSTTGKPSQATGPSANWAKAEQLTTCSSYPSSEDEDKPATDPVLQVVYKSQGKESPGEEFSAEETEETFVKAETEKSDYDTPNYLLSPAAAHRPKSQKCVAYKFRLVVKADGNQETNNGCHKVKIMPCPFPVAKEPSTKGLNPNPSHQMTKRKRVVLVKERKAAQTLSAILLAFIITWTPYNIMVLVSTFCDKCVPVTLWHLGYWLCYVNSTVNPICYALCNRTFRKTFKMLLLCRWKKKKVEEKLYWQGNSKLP
CRFBP-R2 block: CRF-BP/CRF-R2 complex antagonism; HEK293 CRF-R2/CRF-BP, CRF-induced calcium fluorescence; inhibition, % at 11.8 µM; actives 0.59% (n = 350,000);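 active = inhibition of the ligand-induced calcium signal above about 50% at the single tested concentration, limit read from the data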
CHRM5 PAM: CHRM5 positive allosteric modulation; activation, % at 3 µM; actives 0.3% (n = 360,000); P08912; AID 624038; CHO-K1 hM5, Fluo-8 calcium, ACh EC20 PAM; 0% = ACh EC20, 100% = ACh EC100;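 active = activation above the run cutoff, the mean activation of all test compounds plus 3 SD, cut at about 18% in these data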
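System: CHO-K1 hM5 cells. Reagent: acetylcholine, EC20 level. Compound dosing: single dose, 3 µM nominal final test concentration. Timing: Post-acetylcholine fluorescence recording 140 s. Detection: Fluo-8 calcium fluorescence. Read-out: % activation, ACh-normalized. Benchmarks: ACh EC20 and EC100 wells. Repeats: singlicate, one well per test compound.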
TAAR1 antagonist: antagonists of human TAAR1. actives 1.5% (n = 360,000). inhibition, % at 3 µM. CHO RD-HGA16 TAAR1, Fluo-8 calcium fluorescence, antagonist. AID 624466;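 active = inhibition above a per-plate cutoff, the mean inhibition of test compounds on that plate plus 3 SD, cut at about 49% in these data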;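 also: 0% = DMSO plus EC80 beta-PEA response and 100% = DMSO alone without agonist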
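Test system: hTAAR1-expressing CHO RD-HGA16 cells, Gα16-coupled; Probe or stimulus: EC80 β-phenethylamine stimulus; Compound dosing: single nominal final test compound concentration of 3 µM; Timing: 140 s kinetic read after compound, 140 s after agonist; Signal: Fluo-8 calcium-sensitive fluorescence; Measure: % inhibition of agonist calcium response; Controls: DMSO and EC80 PEA controls.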
TAAR1 agonist: agonists of human TAAR1 | Q96RJ0 | CHO RD-HGA16 TAAR1, Fluo-8 calcium fluorescence; vehicle wells 0%, saturating PEA agonist 100% | activation, % at 3 µM | actives 0.99% (n = 360,000);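 active = activation above the mean activation of all test compounds in the run plus 3 SD, cut at about 38% in these data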
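Test system: RD-HGA16 (CHO) cells co-expressing Gα16 and hTAAR1; dosing: one-point dosing at 3 µM (nominal); timing: 17-24 h seeding, 75 min 37 °C dye, 30 min RT; signal: kinetic Fluo-8 calcium fluorescence; read-out basis: % activation relative to PEA EC100 response; controls: DMSO and PEA EC100; replicates: n 1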
M5 antag: CHRM5 antagonism in calcium assay. P08912. CHO-hM5 cells, Fluo-8 calcium fluorescence, ACh EC80. inhibition, % at 3 µM. actives 0.59% (n = 360,000);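 active = inhibition above a per-plate cutoff, the mean of that plate's test compounds plus 3 SD, cut at about 27% in these data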;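 also: 0% = acetylcholine EC80 with DMSO and 100% = DMSO without agonist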
M4 PAM: potentiates acetylcholine response at human M4 receptor. actives 0.4% (n = 360,000). activation, % at 3 µM. CHO-K1 hM4/Gqi5, Fluo-8 calcium fluorescence, ACh EC20; 0% = ACh EC20, 100% = maximal ACh. P08173;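 active = activation above its plate's cutoff, the mean activation of sample wells plus 3 SD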; also: some results filed as inactive read as strong as hits
Target sequence (P08173 whole entry, looked up): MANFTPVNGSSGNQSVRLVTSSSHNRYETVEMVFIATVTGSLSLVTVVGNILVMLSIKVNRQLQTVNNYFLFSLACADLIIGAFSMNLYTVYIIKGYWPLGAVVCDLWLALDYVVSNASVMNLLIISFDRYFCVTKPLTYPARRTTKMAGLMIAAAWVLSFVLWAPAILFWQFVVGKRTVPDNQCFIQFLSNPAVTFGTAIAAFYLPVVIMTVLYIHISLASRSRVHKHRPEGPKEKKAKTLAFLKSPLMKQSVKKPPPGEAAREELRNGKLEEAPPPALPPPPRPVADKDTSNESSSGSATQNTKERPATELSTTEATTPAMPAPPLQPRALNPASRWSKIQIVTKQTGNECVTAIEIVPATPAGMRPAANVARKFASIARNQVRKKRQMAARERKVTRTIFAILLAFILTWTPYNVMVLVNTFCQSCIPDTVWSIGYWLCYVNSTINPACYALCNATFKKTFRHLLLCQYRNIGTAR
* marks the source's active call; other numbers are inactive results; . = no result given; & = joins results of further samples; ! = repeats disagree.

SMILES | CRFR2-BP ag | CHO-K1 Ca PAM | CHRM5 agonist | CRFBP-R2 block | CHRM5 PAM | TAAR1 antagonist | TAAR1 agonist | M5 antag | M4 PAM
FC(F)(F)c1cccc(NC(=S)N2CCN(c3ccccn3)CC2)c1 | -0.5 | 15 | 0 | -48 | -5 | 17 | 36 | 9 | -1
CC1CN(C(=O)CCC(=O)NCc2ccccc2)c2cc(Cl)ccc2O1 (stereo not drawn) | -0.5 | 0 | -1 | 12 | -7 | -1 | -1 | 7 | -8
CCOc1ccc(S(=O)(=O)NCCC(=O)OCC(=O)N2CC(=O)Nc3ccccc32)cc1 | 0.0 | 14 | -4 | 8 | -1 | 20 | 5 | 0 | -3
O=C1CC(c2ccccc2)(c2ccccc2)c2ccccc21 | -2.3 | 7 | -10 | 25 | -21 | 6 | 8 | 1 | -8
COc1ccc(N2CCN(C(=O)c3cccc(S(=O)(=O)N4CCOCC4)c3)CC2)cc1 | -1.5 | 16 | 3 | 8 | 7 | 9 | 1 | 1 | 11
COc1ccc(Cl)cc1S(=O)(=O)Nc1ccc(Cl)cn1 | 0.8 | 13 | 1 | 3 | 11 | 2 | -1 | -5 | 1
O=C(O)CCSc1nnc(SCC(=O)NCC(F)(F)F)s1 | 2.0 | 26 | -3 | -2 | 4 | -1 | 0 | -7 | -3
O=C(c1cc2ccccc2oc1=O)N(Cc1cccs1)C1CCS(=O)(=O)C1 (stereo not drawn) | 3.8 | 11 | -2 | 11 | 3 | -15 | 1 | -11 | 11
Cc1cc(C)n(-c2ccc(C(=O)N3CC(C)OC(C)C3)cc2)n1 (stereo not drawn) | -0.8 | -16 | -1 | 4 | 4 | -1 | 3 | 2 | 0
Brc1cnc(N2CCCC2)nc1N1CCCCC1 | 0.3 | 2 | 1 | 22 | -2 | -6 | 7 | 1 | -2
O=C(CN1CCN(Cc2ccccc2)CC1)NCCc1ccccc1 | 1.6 | 9 | -3 | -4 | -5 | -11 | 11 | 0 | -5
CC(C)(C)C(=O)NC1CC2CCCC(C1)N2C(=O)Nc1ccccc1F (stereo not drawn) | 0.8 | -4 | -14 | 6 | 4 | -4 | 4 | -2 | 4
COc1cc(C(=O)N2CCN(C(=O)C3CC3)CC2)cc(OC)c1OC | 2.7 | 0 | 2 | 2 | 4 | 4 | -1 | 1 | -5
Cc1ccsc1/C=N/NC(=O)CNC(=O)c1c(F)cccc1Cl | 4.8 | -9 | -5 | 3 | 3 | -5 | 3 | -1 | 1
COc1ccccc1CNC(=O)C1CCN(C(=O)NC2CCCCC2)CC1 | 1.0 | 24 | -3 | 5 | 1 | 13 | 3 | 8 | -2
O=C(NCC1CCCO1)C1CCN(CC2CCCCC2)CC1 (stereo not drawn) | 1.2 | 12 | -2 | 16 | -3 | -29 | 7 | 2 | 3
CCCCNC(=O)CCc1c(C)nc2c(c(C)nn2-c2ccccc2)c1C | 2.2 | -11 | -3 | 5 | 6 | -27 | 1 | 2 | -2
CC(C)(C)c1ccc(NNC(=O)C2CCC2)cc1 | 0.5 | 7 | 2 | -12 | 4 | -56 | 3 | 2 | -3
CCOc1cc2[nH]c(=O)n(CCCCC(=O)N3CCCCCC3)c(=O)c2cc1OCC | -0.6 | 1 | -1 | -1 | -4 | -11 | 0 | 2 | 8
O=C(CN1CCCC1)Nc1ccc(OCc2ccccc2)cc1 | 3.6 | 14 | -9 | -4 | 4 | -19 | 12 | 2 | -8
O=C(Cc1cccs1)NCc1cn2ccccc2n1 | -0.1 | -10 | 1 | 13 | -3 | -11 | 7 | 3 | -6
CCN(C(=O)COC(=O)/C=C/c1ccc(F)cc1)C1CCCCC1 | -0.2 | 19 | -3 | 5 | 9 | -25 | -2 | 1 | 3
Cc1ccc(-c2csc(NC(=O)Cn3cnc4c3c(=O)n(C)c(=O)n4C)n2)cc1C | 0.7 | -2 | 0 | 5 | 7 | 6 | 8 | -2 | 2
Cc1ccc([C@@H]2[C@@H]3C(=O)N(C)C(=O)[C@@H]3[C@]3(Cc4ccccc4)C(=O)N(CCO)CC(=O)N23)o1 | -0.9 | 8 | 4 | 5 | 14 | -3 | 7 | -5 | 1
C[C@@H]1CCCCO[C@@H](CN(C)S(C)(=O)=O)[C@@H](C)CN([C@H](C)CO)C(=O)c2cc(N(C)C)ccc2O1 | 2.0 | 15 | 1 | 9 | 0 | -14 | 1 | 1 | 0
O=C(Nc1ccc(Cl)c(Cl)c1)N1CCC(N2CCCCC2)CC1 | 0.8 | 19 | -6 | 1 | 3 | -21 | 0 | -4 | 9
CC(C)(C)c1ccc(Cn2cnc(-c3ccc([N+](=O)[O-])cc3)c2)cc1 | -0.6 | 10 | -4 | 13 | -16 | 1 | -1 | 13 | -20
Cc1ccc(NS(=O)(=O)c2ccc3c(c2)NC(=O)CC(=O)N3)cc1C | 1.8 | 12 | -1 | 25 | -5 | 24 | 1 | 4 | 11
CCOC(=O)c1ccccc1NC(=O)c1cccnc1 | -2.7 | 20 | 0 | 22 | -4 | -7 | 6 | -7 | 10
O=S(=O)(c1ccc(Cl)cc1)n1nnc2ccccc21 | -0.3 | 9 | 0 | 13 | 1 | 4 | 1 | -1 | 4

Full records, quoted from the list. Order of values: CRFR2-BP ag, CHO-K1 Ca PAM, CHRM5 agonist, CRFBP-R2 block, CHRM5 PAM, TAAR1 antagonist, TAAR1 agonist, M5 antag, M4 PAM
CC(C)(C)c1ccc(NNC(=O)C2CCC2)cc1 in the list: 0.5, 7, 2, -12, 4, -56, 3, 2, -3
O=C(Nc1ccc(Cl)c(Cl)c1)N1CCC(N2CCCCC2)CC1 in the list: 0.8, 19, -6, 1, 3, -21, 0, -4, 9

Some values from the results shown.
Value of CCN(C(=O)COC(=O)/C=C/c1ccc(F)cc1)C1CCCCC1 under TAAR1 antagonist: -25
Value of Cc1cc(C)n(-c2ccc(C(=O)N3CC(C)OC(C)C3)cc2)n1 (stereo not drawn) under TAAR1 agonist: 3
Value of O=C(Cc1cccs1)NCc1cn2ccccc2n1 under CRFR2-BP ag: -0.1
Value of COc1ccc(N2CCN(C(=O)c3cccc(S(=O)(=O)N4CCOCC4)c3)CC2)cc1 under M5 antag: 1
Value of COc1ccccc1CNC(=O)C1CCN(C(=O)NC2CCCCC2)CC1 under TAAR1 agonist: 3
Value of COc1ccc(Cl)cc1S(=O)(=O)Nc1ccc(Cl)cn1 under CHRM5 agonist: 1

(next part)
SMILES | CRFR2-BP ag | CHO-K1 Ca PAM | CHRM5 agonist | CRFBP-R2 block | CHRM5 PAM | TAAR1 antagonist | TAAR1 agonist | M5 antag | M4 PAM
c1ccc(-c2nc(N3CCCCCC3)nc(-n3ccnc3)n2)cc1 | 4.8 | 12 | -3 | -18 | -2 | -4 | 3 | 0 | 1
CCOC(=O)C1=C(C)NC(SCC(=O)OC)=C(C#N)C1c1ccc(C(=O)OC)cc1 (stereo not drawn) | -0.7&-2.2 | -18&19 | -7&-4 | 55*! | -23&-9 | 30 | -1 | 1&13 | -8&-8
CC(C)N(CCNC(=O)c1ccc(NC2=NC3CS(=O)(=O)CC3S2)cc1)Cc1ccco1 (stereo not drawn) | 23 | 6 | 1 | -76 | -6 | -8 | 1 | -3 | -6
CC(OC(=O)c1cccc(NS(C)(=O)=O)c1)C(=O)Nc1ccc2c(c1)OCO2 (stereo not drawn) | 1.3 | 16 | 5 | -4 | 0 | 3 | 2 | 0 | -4
CC(C)(CNC(=O)CC1C(=O)NCCN1Cc1cccc(F)c1)N1CCOCC1 (stereo not drawn) | 0.7 | -3 | -1 | -6 | -1 | 0 | 2 | 3 | -3
COc1cccc(CN(C)C[C@H]2OCc3cnnn3CCCC(=O)N([C@H](C)CO)C[C@@H]2C)c1 | -0.2 | -6 | 0 | -6 | 2 | -1 | 2 | -11 | 2
Cc1cc(C(=O)OCC(=O)N2CCN(C(=O)c3ccco3)CC2)c(C)n1-c1ccc(F)cc1 | -0.8 | 15 | -2 | 0 | 7 | 10 | 10 | -7 | -2
O=C(NC(=S)NCCc1ccc(Cl)cc1)c1ccco1 | 0.5 | -9 | -5 | 27 | -12 | 7 | 0 | 7 | -7
Cc1ccc(C)c(S(=O)(=O)N2CCCOC2CNC(=O)C(=O)NCCC2=CCCCC2)c1 (stereo not drawn) | 1.1 | 18 | 1 | -8 | -6 | -8 | 12 | 4 | -4
Cc1cccc(C)c1NC(=O)CN(C)C(=O)c1ccc(-n2cncn2)c([N+](=O)[O-])c1 | 1.0 | -15 | 2 | -4 | 0 | -8 | 1 | 6 | 6
O=C(Cc1cccs1)Nc1ccccc1NC(=O)Cc1cccs1 | -1.3 | 13 | 1 | 21 | 1 | 7 | 3 | -6 | 9
Cc1n[nH]c(=S)n1/N=C/c1ccc(Br)o1 | 7.2 | 5 | -2 | 45 | -1 | 1 | 15 | 4 | 4
COCc1ccc(CN2CCCC(CCC(=O)NCc3ccc(C)o3)C2)o1 (stereo not drawn) | -2.0 | 17 | -1 | -2 | 8 | -1 | 4 | -7 | 3
CCCCCC(=O)N(Cc1ccccc1)c1c(N)n(CCOC)c(=O)[nH]c1=O | -1.0 | 5 | -4 | -11 | -5 | -30 | 2 | -2 | 8
O=C(N/N=C/c1ccc([N+](=O)[O-])cc1)c1ccc2nc[nH]c2c1 | -1.2 | -3 | -6 | 5 | -21 | 28 | 2 | 6 | -9
CC(C)c1nc(SCc2c(F)cccc2Cl)c2c(=O)n(C)c(=O)n(C)c2n1 | 1.8 | 29 | -1 | 18 | -2 | . | . | 0 | 2
O=C(NCc1ccc2c(c1)OCO2)c1cc2n(n1)C(C(F)(F)F)CC(c1ccc3c(c1)OCO3)N2 (stereo not drawn) | 0.4 | 21 | -4 | -10 | -5 | 22 | 4 | 2 | 5
CC(C)Oc1cccc(C(=O)C2CCCN(C(=O)c3ccccn3)C2)c1 (stereo not drawn) | 5.5 | 15 | -4 | 15 | 3 | -5 | 1 | 8 | 3
O=C(OCC(=O)c1c[nH]c2ccccc12)c1cccc(S(=O)(=O)N2CCCCCC2)c1 | 4.3 | 0 | -1 | -23 | -2 | 12 | 14 | 15 | 8
Cc1ccc(-c2nn(C)c(=O)c3ccccc23)cc1CNC(=O)CN1CCOCC1 | 3.0 | 2 | 3 | -5 | 2 | 5 | -2 | -7 | -1
COc1cc(OC)cc(-c2c(-c3cccs3)c3cc(-c4ccc(OC)c(F)c4)ccc3n2C)c1 | 0.7 | 16 | 1 | 8 | 4 | -1 | 1 | 7 | 2
Brc1ccccc1CN1CCC(Cc2ccccc2)CC1 | -0.7 | -6 | -2 | -9 | -5 | -10 | 2 | 5 | -10
Cc1cc2ncn(S(=O)(=O)c3ccc(F)cc3)c2cc1C | -0.1 | 16 | -4 | 14 | -2 | -2 | 1 | 9 | -3
Cc1ccc(-c2n[nH]c3c2C(c2cccc(O)c2)N(c2ccc(C(=O)O)cc2)C3=O)cc1 (stereo not drawn) | -2.4 | -1 | -2 | 8 | -5 | -13 | 3 | 3 | -7

Hits appear at their usual frequency. Share with any hit: about 4.2%.
